VIM-2 inhibitor: inhibitors of Pseudomonas aeruginosa VIM-2 metallo-beta-lactamase | purified VIM-2, nitrocefin hydrolysis, epi-absorbance fluorescence | inhibition, % at 5.6 µM | 0.89% of 290,000 active | AID 1527;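 active means inhibition above the mean of all tested compounds plus 3 SD, cutoff set per screening run, cut at about 7.5% in these data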;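 further: red hydrolysis product quenches plate fluorescence so inhibitors raise well fluorescence; 0% = enzyme with DMSO and 100% = DMSO without enzyme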
PfM18AAP inh: PfM18AAP enzyme inhibition; 1.2% of 290,000 active; inhibition, % at 7.35 µM; recombinant PfM18AAP, H-Glu-NHMec fluorogenic cleavage;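 active means inhibition above the campaign mean inhibition over all tested compounds plus 3 SD, cut at about 28% in these data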;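 further: 0% = plate median of test compound wells and 100% = 2 mM ZnCl2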
IDE act: IDE (human) activation, cell-based; P14735; HEK cells, FAbeta-B cleavage, fluorescence polarization; 0% vehicle, 100% cell-free pure enzyme wells; activation, % at 5.96 µM; 0.073% of 340,000 active; AID 493087;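 active means activation above the mean of all tested compounds plus 3 SD, set per screening campaign, cut at about 17% in these data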
IMP-1 inh: blocks Pseudomonas aeruginosa IMP-1 metallo-beta-lactamase; purified IMP-1, nitrocefin hydrolysis, epi-absorbance fluorescence; inhibition, % at 5.6 µM; 0.45% of 290,000 active;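 active means inhibition above the mean plus 3 SD of all compounds in the same screening run, cut at about 4.5% in these data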;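 further: 0% = IMP-1 with DMSO and 100% = DMSO wells lacking enzyme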
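Test system: recombinant IMP-1 enzyme, purified / Medium: HEPES buffer pH 7.1 with ZnSO4 and Brij 35 / Doses: single dose, 5.6 µM / Times: 25 °C, 15 min preincubation, 25 min reaction / Detection: Epi-absorbance via hydrolysed-nitrocefin quenching of white-plate fluorescence, 480/530 nm, EDTA stop / Evaluation: percent inhibition from optical density relative to buffer-blank wells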
IDE cell inh: inhibits human insulin-degrading enzyme in HEK cells; FAbetaB cleavage, fluorescence polarization; 0.41% of 320,000 active; inhibition, % at 5.59 µM; P14735;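 active means percent inhibition above the average of all tested compounds plus 3 SD, set per screening campaign, cut at about 16% in these data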;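 further: IDE supplied by intact live HEK cells; FP after avidin binding of uncleaved biotin substrate so inhibition keeps polarization high; 0% = DMSO wells and 100% = 60 µM reference IDE inhibitor Ii1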
p-CIP stab down: p/CIP protein destabilization; Q05BA5; F442A p/CIP-EGFP cells, EGFP fluorescence, 16 h; decrease of EGFP signal, % at 10 µM; 0.01% of 290,000 active;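 active means EGFP signal decrease of at least 30% at 10 µM or well 3 SD below plate mean, unless failing retest; inactive means the rest, including hits failing retest or dose response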; further: some compounds called inactive have numbers as strong as hits; many of its hits are not listed in these tables
NALP1 inh: inhibitors of NALP1 inflammasome in yeast; S. cerevisiae NALP1/ASC/caspase-1 growth, X-gal OD620, 72 h; inhibition, % at 10 µM; 0.61% of 280,000 active; in the data active means inhibition mostly above about 24%, no sharp cut-off; inactive means mostly below about 32%; further: some compounds called inactive have numbers as strong as hits
GPR7 antagonist: antagonists of human GPR7 (neuropeptides B/W receptor 1). GPR7-expressing cells, fluorescence antagonist assay. P48145. inhibition, % at 4.4 µM. 1.1% of 290,000 active; in the data active means inhibition above about 16%, passing the limit was not always enough;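 further: cells stimulated with the agonist NPW; 0% = agonist with vehicle and 100% = vehicle without agonist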
Target sequence (P48145 whole entry, looked up): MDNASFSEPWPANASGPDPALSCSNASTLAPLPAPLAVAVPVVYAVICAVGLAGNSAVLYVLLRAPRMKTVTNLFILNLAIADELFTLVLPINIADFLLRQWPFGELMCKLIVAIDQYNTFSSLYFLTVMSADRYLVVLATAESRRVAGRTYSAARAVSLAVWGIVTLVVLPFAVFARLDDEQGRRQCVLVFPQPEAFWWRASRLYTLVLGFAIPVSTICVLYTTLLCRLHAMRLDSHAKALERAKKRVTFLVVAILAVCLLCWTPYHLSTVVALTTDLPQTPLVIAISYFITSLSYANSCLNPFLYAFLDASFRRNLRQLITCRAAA
PHOSPHO1 inh: PHOSPHO1 (human) inhibition; recombinant PHOSPHO1, absorbance phosphatase assay; inhibition, % at 13.3 µM; 1.1% of 290,000 active; AID 1565; in the data active means inhibition above about 60%
Target sequence (Q8TCT1 whole entry, looked up): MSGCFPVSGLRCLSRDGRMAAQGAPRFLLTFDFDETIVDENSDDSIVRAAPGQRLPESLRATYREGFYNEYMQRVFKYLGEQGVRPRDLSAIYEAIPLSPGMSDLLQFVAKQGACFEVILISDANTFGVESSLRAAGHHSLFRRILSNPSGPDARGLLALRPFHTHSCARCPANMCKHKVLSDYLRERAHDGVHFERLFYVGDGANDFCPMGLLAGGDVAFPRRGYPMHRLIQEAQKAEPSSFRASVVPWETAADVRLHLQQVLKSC
* hit, by the source's call.

COC(=O)c1cc2nc(-c3ccc(OC)c(OC)c3)cc(C(F)(F)F)n2n1 was read as VIM-2 inhibitor 0.8, PfM18AAP inh -3, IDE act -3, IMP-1 inh 2.5, IDE cell inh 4, p-CIP stab down -6, NALP1 inh 15, GPR7 antagonist -9 and PHOSPHO1 inh -14.
Screening CCN1C(=O)N(CC)C2C1N(CO)C(=O)N2CO (configuration not stated) returned VIM-2 inhibitor -4.4, PfM18AAP inh -6, IDE act 0, IMP-1 inh -1.4, IDE cell inh -1, p-CIP stab down 12, NALP1 inh 10, GPR7 antagonist 2 and PHOSPHO1 inh 36.
Screening Cc1ccc(SC(CC(=O)c2ccc(C(C)(C)C)cc2)C(=O)O)cc1 (configuration not stated) returned VIM-2 inhibitor -1.6, PfM18AAP inh -14, IMP-1 inh 0.3, IDE cell inh 11, p-CIP stab down -9, NALP1 inh 14, GPR7 antagonist -21 and PHOSPHO1 inh 29.
O=C(Nc1ccc(C(=O)O)cc1)/C(=C\c1ccc2c(c1)OCO2)NC(=O)c1ccco1 was read as VIM-2 inhibitor -1.3, PfM18AAP inh 0, IDE act 2, IMP-1 inh -2.4, IDE cell inh 0, p-CIP stab down -10, NALP1 inh -34, GPR7 antagonist 4 and PHOSPHO1 inh 21.
O=C(Nc1ccccc1F)C(=Cc1sc(N2CCOCC2)nc1-c1ccccc1)C(=O)Nc1ccccc1F was read as VIM-2 inhibitor -3.0, PfM18AAP inh -4, IDE act 7, IMP-1 inh -2.0, IDE cell inh 2, p-CIP stab down -28, NALP1 inh 24, GPR7 antagonist -4 and PHOSPHO1 inh 8.
Screening CS(=O)(=O)Nc1ccc(C2=NN(C(=O)CCCC(=O)O)C(c3cccs3)C2)cc1 (configuration not stated) returned VIM-2 inhibitor -0.6, PfM18AAP inh -1, IDE act 5, IMP-1 inh -1.8, IDE cell inh -3, p-CIP stab down -4, NALP1 inh 16, GPR7 antagonist -8 and PHOSPHO1 inh 29.
`CCOC(=O)Cn1nc(C)n(-c2c(C)cccc2C)c1=O` gave VIM-2 inhibitor -1.3, PfM18AAP inh -9, IDE act 0, IMP-1 inh -5.1, IDE cell inh -4, p-CIP stab down 11, NALP1 inh 4, GPR7 antagonist -11 and PHOSPHO1 inh 34.
Screening COc1ccc2[nH]c(=O)c(CN(CCO)S(=O)(=O)c3c(C)ccc4nsnc34)cc2c1 returned VIM-2 inhibitor 3.5, PfM18AAP inh 11, IDE act 4, IMP-1 inh -0.8, IDE cell inh 3, p-CIP stab down -4, NALP1 inh 11, GPR7 antagonist 9 and PHOSPHO1 inh 3.
For O=C(COc1ccccc1)N1CCN(S(=O)(=O)c2ccc(Cl)cc2)CC1 the results were VIM-2 inhibitor -2.9, PfM18AAP inh -4, IDE act 6, IMP-1 inh -2.8, IDE cell inh 0, p-CIP stab down 4, NALP1 inh 13, GPR7 antagonist -7 and PHOSPHO1 inh 1.
N#Cc1nc(COc2ccccc2F)oc1NCc1ccc(F)cc1 was read as VIM-2 inhibitor -4.8, PfM18AAP inh 2, IDE act 2, IMP-1 inh -4.0, IDE cell inh 1, p-CIP stab down -7, NALP1 inh -10, GPR7 antagonist 6 and PHOSPHO1 inh -4.
For COc1ccc(N2CCN(C(=O)c3ccc4c(=O)n(CC5CCCO5)c(=O)[nH]c4c3)CC2)cc1 (configuration not stated) the results were VIM-2 inhibitor -3.0, PfM18AAP inh -6, IDE act 3, IMP-1 inh -2.4, IDE cell inh 3, p-CIP stab down -6, NALP1 inh -31, GPR7 antagonist -7 and PHOSPHO1 inh 28.
`COc1ccccc1/C=C/C(=O)c1ccc(Cl)cc1` gave VIM-2 inhibitor -1.3, PfM18AAP inh 15, IDE act 4, IMP-1 inh -2.5, IDE cell inh -7, p-CIP stab down 0, NALP1 inh 7, GPR7 antagonist -6 and PHOSPHO1 inh -7.
`O=C(NC(=S)Nc1ccc2cn[nH]c2c1)c1ccccc1` gave VIM-2 inhibitor -3.7, PfM18AAP inh 12, IDE act 1, IMP-1 inh -2.9, IDE cell inh -2, p-CIP stab down 16, NALP1 inh 7, GPR7 antagonist 7 and PHOSPHO1 inh -38.
For COc1ccccc1CNC(=O)COC(=O)c1ccc(S(=O)(=O)N2CCCC2)cc1 the results were VIM-2 inhibitor -0.4, PfM18AAP inh -11, IDE act 4, IMP-1 inh 0.5, IDE cell inh 1, p-CIP stab down -18, NALP1 inh 8, GPR7 antagonist -3 and PHOSPHO1 inh 15.
`COc1ccc2nc(NC(=O)Cn3cnc4ccccc4c3=O)sc2c1` gave VIM-2 inhibitor -0.9, PfM18AAP inh -6, IDE act -5, IMP-1 inh -4.8, IDE cell inh 3, p-CIP stab down -2, GPR7 antagonist -2 and PHOSPHO1 inh 13.
For COc1cc(NC(=O)c2ccc3nsnc3c2)cc(OC)c1OC the results were VIM-2 inhibitor -0.4, PfM18AAP inh -5, IDE act 1, IMP-1 inh -1.5, IDE cell inh 5, p-CIP stab down 1, NALP1 inh 12, GPR7 antagonist -9 and PHOSPHO1 inh 27.
COc1ccc(NC(=O)c2[nH]ncc2[N+](=O)[O-])cc1 was read as VIM-2 inhibitor -3.6, PfM18AAP inh 24, IDE act 2, IMP-1 inh -4.5, IDE cell inh -7, p-CIP stab down -4, NALP1 inh -7, GPR7 antagonist -5 and PHOSPHO1 inh 24.
For Cc1nn(-c2ccccc2)c(C)c1C(=O)OCC(=O)NC(=O)NC1CCCC1 the results were VIM-2 inhibitor -1.7, PfM18AAP inh -8, IDE act 7, IMP-1 inh -2.6, IDE cell inh 6, p-CIP stab down 2, NALP1 inh -7, GPR7 antagonist -10 and PHOSPHO1 inh 11.
Screening CCOc1ccccc1CNC(=O)CCCn1ncn2c(cc3occc32)c1=O returned VIM-2 inhibitor 1.2, PfM18AAP inh 8, IDE act 4, IMP-1 inh -1.8, IDE cell inh -6, p-CIP stab down 1, NALP1 inh 4, GPR7 antagonist -8 and PHOSPHO1 inh 12.
For CCc1cc(=O)oc2cc(C)cc(OC(C)C(=O)NC3CCN(Cc4ccccc4)CC3)c12 (configuration not stated) the results were VIM-2 inhibitor 5.5, PfM18AAP inh 1, IDE act 6, IMP-1 inh -1.8, IDE cell inh 4, p-CIP stab down -4, NALP1 inh 10, GPR7 antagonist -11 and PHOSPHO1 inh 22.
`Cc1nc(-c2cccc(NS(=O)(=O)c3cccc4ccccc34)c2)cs1` gave VIM-2 inhibitor -1.8, PfM18AAP inh -11, IDE act 5, IMP-1 inh -2.2, IDE cell inh 2, p-CIP stab down -2, NALP1 inh 10, GPR7 antagonist -9 and PHOSPHO1 inh 12.
For Cc1ccccc1C(=O)Nc1ccccc1-c1nnn(CC(=O)Nc2ccc3c(c2)OCCO3)n1 the results were VIM-2 inhibitor -0.8, PfM18AAP inh -2, IDE act 8, IMP-1 inh -0.4, IDE cell inh -1, p-CIP stab down -7, NALP1 inh 20, GPR7 antagonist 1 and PHOSPHO1 inh 38.
For COc1ccc(N/C=C2/Sc3ccccc3NC2=O)cc1 the results were VIM-2 inhibitor -4.6, PfM18AAP inh 21, IDE act 2, IMP-1 inh -4.9, IDE cell inh 3, p-CIP stab down -1, NALP1 inh 8, GPR7 antagonist -5 and PHOSPHO1 inh 13.
For O=C(CSc1n[nH]c(-c2cccnc2)n1)Nc1ccc([N+](=O)[O-])cc1Br the results were VIM-2 inhibitor -1.6, PfM18AAP inh 1, IDE act 7, IMP-1 inh -1.5, IDE cell inh -9, p-CIP stab down -10, NALP1 inh 0, GPR7 antagonist -16 and PHOSPHO1 inh -130.
For CC(=O)c1ccc(N2CCN(C(=O)CCCc3nc4ccccc4s3)CC2)cc1 the results were VIM-2 inhibitor -0.6, PfM18AAP inh -2, IDE act -2, IMP-1 inh -3.6, IDE cell inh 6, p-CIP stab down -1, NALP1 inh 21, GPR7 antagonist -7 and PHOSPHO1 inh -10.
For CCCN1CCC(NC(=O)Cc2ccccc2OC)CC1 the results were VIM-2 inhibitor -0.1, PfM18AAP inh -1, IDE act 1, IMP-1 inh -2.0, IDE cell inh 1, p-CIP stab down 2, NALP1 inh 0, GPR7 antagonist -11 and PHOSPHO1 inh 29.
Screening COc1ccc(N2CCN(C(=O)c3ccc(CNc4c(N5CCOCC5)c(=O)c4=O)cc3)CC2)cc1 returned VIM-2 inhibitor -1.1, PfM18AAP inh -1, IDE act 3, IMP-1 inh -2.3, IDE cell inh 0, p-CIP stab down -6, NALP1 inh 5, GPR7 antagonist -3 and PHOSPHO1 inh 41.
Screening CN(C)CCN1C(=O)C(O)=C(C(=O)c2ccco2)C1c1ccccc1F (configuration not stated) returned VIM-2 inhibitor -4.5, PfM18AAP inh -2, IDE act 2, IMP-1 inh -1.1, IDE cell inh 3, p-CIP stab down -11, NALP1 inh 5, GPR7 antagonist -10 and PHOSPHO1 inh 14.
CC(C(=O)NCc1ccccc1)N1C(=O)C2CC=C(Cl)CC2C1=O (configuration not stated) was read as VIM-2 inhibitor -0.5, PfM18AAP inh 2, IDE act 0, IMP-1 inh -1.4, IDE cell inh 1, p-CIP stab down 1, NALP1 inh 4, GPR7 antagonist 3 and PHOSPHO1 inh -28.
Screening S=C(Nc1cccc(Cl)c1)Nc1ccc2c(c1)OCCO2 returned VIM-2 inhibitor -2.0, PfM18AAP inh 16, IDE act 1, IMP-1 inh 2.2, p-CIP stab down 4, NALP1 inh 2, GPR7 antagonist 17 and PHOSPHO1 inh 31.

Next part, starting with the last two of the part before.
CC(C(=O)NCc1ccccc1)N1C(=O)C2CC=C(Cl)CC2C1=O (configuration not stated) was read as VIM-2 inhibitor -0.5, PfM18AAP inh 2, IDE act 0, IMP-1 inh -1.4, IDE cell inh 1, p-CIP stab down 1, NALP1 inh 4, GPR7 antagonist 3 and PHOSPHO1 inh -28.
Screening S=C(Nc1cccc(Cl)c1)Nc1ccc2c(c1)OCCO2 returned VIM-2 inhibitor -2.0, PfM18AAP inh 16, IDE act 1, IMP-1 inh 2.2, p-CIP stab down 4, NALP1 inh 2, GPR7 antagonist 17 and PHOSPHO1 inh 31.
CC1(C)C2CCC(C2)C1C/C=N/NC(N)=S (configuration not stated) was read as VIM-2 inhibitor -3.5, PfM18AAP inh 5, IDE act 2, IMP-1 inh -3.6, IDE cell inh 3, p-CIP stab down -19, NALP1 inh -6, GPR7 antagonist -4 and PHOSPHO1 inh 1.
`COc1ccc(C2CC(c3cccc(C)c3)n3nc(N)nc3N2)cc1` (configuration not stated) gave VIM-2 inhibitor -2.3, PfM18AAP inh 6, IDE act 9, IMP-1 inh -4.7, IDE cell inh 3, p-CIP stab down -17, NALP1 inh 25, GPR7 antagonist -4 and PHOSPHO1 inh 42.
For COc1ccc(-c2cc(C(=O)N3CCN(c4ccc(F)cc4)CC3)no2)cc1 the results were VIM-2 inhibitor -0.4, PfM18AAP inh -13, IDE act 5, IMP-1 inh -0.9, IDE cell inh -3, p-CIP stab down -5, NALP1 inh 25, GPR7 antagonist 3 and PHOSPHO1 inh 0.
CCCCCC(=O)NNC(=S)NC(=O)c1ccc([N+](=O)[O-])cc1 was read as VIM-2 inhibitor -3.6, PfM18AAP inh 31*, IDE act -1, IMP-1 inh -2.0, IDE cell inh -10, p-CIP stab down 10, NALP1 inh -15, GPR7 antagonist -4 and PHOSPHO1 inh 48.
`COc1ccc(NC(=O)CS(=O)CC(=O)NCc2cccc(C(F)(F)F)c2)cc1` (configuration not stated) gave VIM-2 inhibitor -3.4, PfM18AAP inh 1, IDE act 7, IMP-1 inh -2.9, IDE cell inh 2, p-CIP stab down -10, NALP1 inh -3, GPR7 antagonist -1 and PHOSPHO1 inh 11.
